SUMO1-SIM PPI = modulators of SUMO1 protein-protein interactions, primary screen, biochemical, uHTS | Small ubiquitin-related modifier 1 (Homo sapiens), P63165 | SUMO1 binding to a labelled peptide, TR-FRET, 1 h | inhibition, % at 20 µM | 0.33% of 360,000 active; in the data active means inhibition above about 37%
STEP inh = STEP phosphatase inhibitors, primary screen, biochemical, fluorescence intensity, uHTS | AID 588621, 2011 | Tyrosine-protein phosphatase non-receptor type 5 (Homo sapiens), P54829 | recombinant STEP, OMFP fluorogenic substrate | inhibition, % at 20 µM | 0.25% of 360,000 active;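 active means inhibition at 20 µM, scaled per plate between control wells, above about 37%, limit read from the data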;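 further: 0% = DMSO with enzyme and substrate and 100% = substrate only without enzyme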
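Test system: STEP tyrosine phosphatase / Reagent: OMFP at 25 µM / Doses: 20 µM, 1% DMSO / Read-out: percent inhibition scaled to no-enzyme and uninhibited-enzyme controls, plate-pattern corrected / Detection: FITC-channel fluorescence of OMFP product / Medium: Bis-Tris buffer pH 6.0, 2.5 mM DTT, 0.005% Tween 20 / Schedule: 20 min at room temperature, dark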
Tb MetRS inh = T. brucei MetRS inhibitors, primary screen, biochemical, luminescence. methionyl-tRNA synthetase (Trypanosoma brucei brucei). purified T. brucei MetRS, ATP depletion, Kinase-Glo luminescence. inhibition, % at 11.9 µM. 0.4% of 360,000 active. AID 624268, 2012;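 active means inhibition above a per-plate cutoff of the control wells' mean inhibition plus 3 SD, cut at about 5.5% in these data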;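 further: 0% = DMSO wells median and 100% = median of wells with control inhibitor compound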
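Assay system: T. brucei methionyl-tRNA synthetase, purified | Medium: HEPES buffer with MgCl2, KCl, DTT, spermine, BSA, pyrophosphatase | Compound: 11.9 µM single point | Incubation: 15 min enzyme-compound preincubation, 2 h reaction, 10 min detection, 25 °C | Measured by: Kinase-Glo luciferase luminescence reporting remaining unconsumed ATP | Measure: % inhibition normalized to control-well medians | Replication: Singlicate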
NadD inh = inhibitors of S. aureus NadD, primary screen, biochemical, colorimetric, uHTS. Nicotinate-nucleotide adenylyltransferase NadD (Staphylococcus aureus N315). purified NadD enzyme, colorimetric absorbance read-out. inhibition, % at 20 µM. 0.78% of 360,000 active. AID 602399, 2012; in the data active means inhibition above about 26%; further: some compounds past the cut are filed as inactive
Rpn11 inh = Rpn11 (PSMD14) deubiquitinase inhibitors, primary screen, biochemical, fluorescence polarization, uHTS; 0.59% of 360,000 active; calls only at 20 µM; human 26S proteasome, Ub4-pepOG fluorescence polarization; 20S core pre-blocked with epoxomicin; 26S proteasome non-ATPase regulatory subunit 14 (Homo sapiens), O00487;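 active means inhibition at 20 µM, scaled to each plate's controls, above about 33%, limit read from the data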
Scp-1 inhibitor = Scp-1 phosphatase inhibitors, primary screen, biochemical, colorimetric, uHTS; inhibition, % at 20 µM; Recombinant Scp1, phosphopeptide, malachite green phosphate absorbance; 0.88% of 340,000 active; Carboxy-terminal domain RNA polymerase II polypeptide A small phosphatase 1 (Homo …;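 active means inhibition above about 50% at 20 µM, limit read from the data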;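 further: plate controls were DMSO wells with enzyme for no effect and wells lacking enzyme for full effect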
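Test system – truncated SCP-1 phosphatase (76-261aa) · Reagent – Phosphorylated 17-residue peptide substrate · Incubation – 45 min room-temperature reaction, 5 min colour, 30 min stabiliser · Detection – colorimetric phosphate reagent with accelerator and stabiliser, absorbance at 630 nm · Measure – % inhibition at 20 µM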
CSN deneddyl inh = inhibitors of CSN-mediated cullin deneddylation, primary screen, biochemical, fluorescence polarization, uHTS; COP9 signalosome complex subunit 5 (Homo sapiens), Q92905; Purified CSN, SCF-Nedd8-OG deneddylation; inhibition, % at 12.5 µM; 0.38% of 360,000 active;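 active means pattern-corrected inhibition above about 35%, with an unprinted fluorescence ratio check between 0.5 and 1.5, limit read from the data, passing the limit was not always enough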;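 further: 0% = enzyme with substrate and 100% = substrate without enzyme; some results filed as inactive read as strong as hits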
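Assay system: purified human Csn5 enzyme expressed in HEK293T cells; Input: 0.24 nM Csn5 enzyme, final concentration; Reagent: 10 nM SCFSkp2-Nedd8OG; Compound dosing: 12.5 µM single point; Times: reaction 90 min, room temperature; Technique: fluorescence polarization readout.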
LMPTP inh = LMPTP phosphatase inhibitors, primary screen, biochemical, fluorescence intensity, uHTS; Low molecular weight phosphotyrosine protein phosphatase (Homo sapiens), P24666; recombinant LMPTP-A, OMFP fluorogenic substrate; inhibition, % at 20 µM; 0.22% of 360,000 active;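 active means compounds that cut the enzyme signal by at least half of the control window in the single-dose screen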;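 further: plate controls were DMSO wells with enzyme plus substrate for no effect and substrate without enzyme for full effect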
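Material: LMPTP-A; amount: 0.625 nM enzyme; doses: single 20 µM dose; times: reaction 50 min, room temperature, dark; technique: fluorescence intensity of OMFP turnover product; benchmarks: no-enzyme and uninhibited controls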
DNMT1 inh = human DNMT1 methyltransferase inhibitors, primary screen, biochemical, molecular beacon, fluorescence, HinP1I cleavage, uHTS | 0.83% of 360,000 active | AID 588458, 2011 | inhibition (reported as % activation of signal), % at 10 µM; in the data active means inhibition above about 50%
Target sequence (P26358 504-1616 limits assumed): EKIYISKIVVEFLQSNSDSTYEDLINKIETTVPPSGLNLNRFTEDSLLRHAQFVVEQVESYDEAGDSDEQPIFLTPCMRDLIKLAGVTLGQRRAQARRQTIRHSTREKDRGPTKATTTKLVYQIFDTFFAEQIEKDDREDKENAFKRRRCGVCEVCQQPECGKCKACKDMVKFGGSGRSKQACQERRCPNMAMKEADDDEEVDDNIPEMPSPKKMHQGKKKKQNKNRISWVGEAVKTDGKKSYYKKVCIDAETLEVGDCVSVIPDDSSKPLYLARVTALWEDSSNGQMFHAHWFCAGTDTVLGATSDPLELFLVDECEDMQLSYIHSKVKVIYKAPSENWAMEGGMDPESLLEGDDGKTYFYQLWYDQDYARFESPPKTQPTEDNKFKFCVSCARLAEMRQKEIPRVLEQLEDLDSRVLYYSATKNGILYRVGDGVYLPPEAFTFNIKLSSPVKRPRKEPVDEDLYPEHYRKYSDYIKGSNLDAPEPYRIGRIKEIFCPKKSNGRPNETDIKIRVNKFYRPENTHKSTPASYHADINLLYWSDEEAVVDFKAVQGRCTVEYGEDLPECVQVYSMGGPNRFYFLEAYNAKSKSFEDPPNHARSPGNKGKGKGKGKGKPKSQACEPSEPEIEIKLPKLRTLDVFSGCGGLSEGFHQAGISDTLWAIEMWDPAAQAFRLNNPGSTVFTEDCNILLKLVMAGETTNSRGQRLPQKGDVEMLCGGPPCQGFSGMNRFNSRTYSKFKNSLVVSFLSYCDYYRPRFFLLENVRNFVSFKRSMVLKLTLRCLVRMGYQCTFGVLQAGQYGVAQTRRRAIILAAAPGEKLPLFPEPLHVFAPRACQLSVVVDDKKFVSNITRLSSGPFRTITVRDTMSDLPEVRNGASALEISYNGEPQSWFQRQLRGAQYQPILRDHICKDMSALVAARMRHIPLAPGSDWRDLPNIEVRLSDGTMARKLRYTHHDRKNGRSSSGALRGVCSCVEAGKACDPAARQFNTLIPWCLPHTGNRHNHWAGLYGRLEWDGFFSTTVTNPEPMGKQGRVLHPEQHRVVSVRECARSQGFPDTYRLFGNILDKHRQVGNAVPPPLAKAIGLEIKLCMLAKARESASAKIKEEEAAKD
MsrA inhibitor = bovine MsrA enzyme inhibitors, primary screen, biochemical, absorbance, HTS; Methionine sulfoxide reductase A (Bos taurus); purified bovine MsrA, absorbance read-out; inhibition, % at 15.5 µM; 0.75% of 360,000 active; AID 651718, 2012; in the data active means inhibition above about 4.5%;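 further: 0% = vehicle wells with enzyme and 100% = reference inhibitor wells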
* = called active by the depositor; i = inactive; x = not tested or not shown.

SMILES	SUMO1-SIM PPI	STEP inh	Tb MetRS inh	NadD inh	Rpn11 inh	Scp-1 inhibitor	CSN deneddyl inh	LMPTP inh	DNMT1 inh	MsrA inhibitor
CC1CCCCN1CCCNC(=O)Cn1ncc2c([nH]c3ccccc32)c1=O (stereo not drawn)	-6.6	-0.4	-0.8	-1.9	i	5.9	-0.3	2.8	1.0	0.2
COc1ccc2c(c1)[nH]c1c(=O)n(Cc3ccccn3)cnc12	-2.4	3.5	-0.2	-0.5	i	-2.2	0.1	0.3	0.8	0.6
COc1ccc([N+](=O)[O-])cc1NC(=O)CSc1ccccc1	-16.5	1.9	-0.6	-4.6	i	-14.6	4.0	2.2	-9.7	2.4
CCC(=O)Oc1ccc(C(=O)Nc2cccc(C(=O)NCC(C)C)c2)cc1	4.9	-2.6	-0.3	-0.6	i	-3.1	-2.3	-1.9	4.7	1.7
C#CCSc1nnnn1-c1cccc(Cl)c1	3.7	1.3	-0.5	-4.2	i	-9.8	1.5	-1.7	-0.3	-0.3
COc1ccc(Cl)cc1Nc1nnc(-c2ccncc2)s1	95.8*	83.4*	-2.1	-13.1	i	90.3*	86.7	0.0	39.0	1.8
Fc1ccc(CNC(=S)Nc2cccc(C(F)(F)F)c2)cc1	0.1	-2.2	-0.6	0.9	i	-2.7	-16.4	1.1	14.1	0.0
CC(C)(C)c1ccc(C(=O)N2CCC(C(=O)NC3CC3)CC2)cc1	-3.1	-1.3	-0.7	-1.3	i	-1.2	-4.2	-0.5	3.4	-0.4
FC(F)(F)c1ccccc1NC(=S)N1CCN(c2ccccn2)CC1	0.2	-1.6	-0.3	-5.6	i	-10.6	0.0	-0.4	4.8	1.2
O=C(c1ccccc1)N(Cc1cccnc1)C1(C(=O)Nc2ccccc2)CCCCC1	1.3	-1.1	-0.4	2.3	i	4.0	-25.4	-1.1	4.7	-0.4
O=C(Nc1cccc(C(=O)Nc2ccccc2C(=O)O)c1)c1cccc(Cl)c1	18.5	-1.0	0.9	-0.6	i	-5.0	0.3	0.1	-3.7	-0.9
COc1ccc(-c2csc(N3CCN(S(=O)(=O)c4ccc5c(c4)NC(=O)CO5)CC3)n2)cc1	1.1	3.0	0.0	26.0	i	0.8	-3.5	1.3	-11.1	-0.2
Cn1c(/C=C/c2ccc([N+](=O)[O-])o2)nc2ccccc2c1=O	-2.0	0.4	0.2	2.4	x	9.4	28.5	0.2	12.1	x
CCn1c(SCC(=O)Nc2ccc3c(c2)OCCO3)nnc1-c1ccccn1	0.2	-5.6	-0.7	-2.2	i	0.2	5.3	-0.7	3.6	0.0
O=C(CNS(=O)(=O)c1ccccc1)OCC(=O)c1ccccc1Cl	4.1	-3.0	0.0	-1.0	i	-4.7	-4.5	-1.1	2.6	-0.6
Cc1c(NC(=O)c2csc3c2CCCC3)c(=O)n(-c2ccccc2)n1C	-1.1	1.6	-0.2	-8.3	i	-2.0	2.3	-1.1	-0.1	0.5
Cc1cccc(C)c1NC(=O)C(c1ccncc1)N1CCN(C)CC1 (stereo not drawn)	0.3	x	-0.9	x	x	x	-2.2	-2.6	x	0.3
CCc1cccc(Nc2c3c(nc4ncnn24)CCC3)c1	4.6	2.8	-0.3	0.0	i	-8.3	0.6	-0.6	-0.6	-0.2
Cc1ccc2c(CC(=O)NNC(=O)c3ccncc3)coc2c1	2.0	1.6	-0.3	8.9	i	-1.1	0.9	-3.8	7.3	0.1
CCc1cc(=O)oc2c3c(cc(OCC(=O)NCCC(=O)O)c12)OC(C)(C)CC3	6.1	1.3	0.0	-2.3	i	-5.7	-0.7	-1.1	-0.9	3.7
COc1ccccc1CNC(=O)C1CCC(CNc2c(N3CCCCC3)c(=O)c2=O)CC1 (stereo not drawn)	-2.0	1.4	-0.8	-1.5	i	3.5	3.7	3.8	2.5	-0.1
CCCc1ccc(OCC(O)CN2CCc3ccccc3C2)cc1 (stereo not drawn)	4.2	0.7	-0.4	-10.1	i	-2.8	-1.5	-2.0	8.4	-0.9
Cc1oc(-c2ccccc2F)nc1CS(=O)(=O)CC(=O)N1CCCCCC1	1.6	-0.5	0.2	4.6	i	6.0	-0.9	-1.7	-0.1	0.1
O=C(CCC1CCN(Cc2ccc(C#CCCO)cc2)CC1)NC1CC1	-1.6	2.0	-0.4	-5.5	i	-3.7	0.0	-1.9	0.1	0.4
Cc1c(NS(=O)(=O)c2cc(C(=O)N(C)Cc3ccccc3)ccc2Cl)c(=O)n(-c2ccccc2)n1C	2.6	-2.3	-0.2	4.7	i	-3.9	2.3	1.1	0.2	-0.1
Additional structures:
SMILES	SUMO1-SIM PPI	STEP inh	Tb MetRS inh	NadD inh	Rpn11 inh	Scp-1 inhibitor	CSN deneddyl inh	LMPTP inh	DNMT1 inh	MsrA inhibitor
Cc1cccn2c(=O)nc(SCC(=O)N3CCCCCC3)nc12	-1.4	8.5	-0.1	-0.8	i	-1.1	-0.1	-0.1	0.6	3.6
COc1cccc(C(=O)/C=C/Nc2ccc(S(=O)(=O)Nc3cnc4ccccc4n3)cc2)c1	7.2	-2.6	0.4	12.2	i	-7.3	1.5	-0.2	-1.5	0.8
O=S(=O)(NCC1(N2CCOCC2)CCCCC1)c1ccc(F)c(F)c1F	4.4	0.5	-0.2	-1.3	i	-3.4	-1.7	-0.5	0.6	-1.3
COc1ccc(N2CCN(CCCNC(=O)CN3C(=O)COc4ccccc43)CC2)cc1	-1.0	0.2	-0.2	6.4	i	-1.7	-4.0	-2.5	0.4	0.1
COc1cc(C(=O)Oc2cc(C)cc(C)c2)cc(OC)c1OC	2.6	1.1	-0.7	-7.2	i	-9.6	-5.6	2.4	-1.4	-0.2
COc1ccc(NC(=O)CSc2nc(N)cc(N)n2)cc1S(=O)(=O)N1CCCCC1	3.0	4.8	0.6	-1.2	i	-3.4	3.9	2.9	0.1	-0.1
CCCCNC(=O)C1(C)CCN1C(=O)c1c(F)ccc(C)c1F (stereo not drawn)	35.6	-2.9	-0.2	-0.6	i	x	0.0	-1.5	5.0	0.9
O=C(NCC(=O)N(c1ccccc1F)C(C(=O)NC1CCCC1)c1ccncc1)c1ccco1 (stereo not drawn)	7.5	-2.7	-0.3	-1.8	i	-0.8	3.2	-0.6	0.3	0.0
CCOC(=O)N1CCN(c2nc3ccc(C)cc3n3cnnc23)CC1	-12.7	1.5	-1.3	-5.0	i	-0.3	0.1	-1.1	-1.8	0.9
CC(NCCc1ccc(O)cc1)C(O)c1ccc(O)cc1 (stereo not drawn)	-0.7	0.3	-0.5	3.7	i	-9.0	0.9	-1.1	-3.5	-1.6
COc1cccc(NC(=O)COc2ccc(Br)c(C)c2)c1	1.8	-1.5	-0.3	-6.9	i	-14.6	-1.9	3.2	1.0	-0.8
Oc1cccc(/C=N/Nc2cc(N3CCOCC3)nc(N3CCOCC3)n2)c1	1.1	-0.6	-0.4	-0.1	i	-2.3	-15.0	1.1	-32.2	4.9*
OC1c2c(F)cccc2N=C2CCCCN21 (stereo not drawn)	8.7	2.1	-0.5	-6.0	i	x	2.5	-0.8	3.6	-0.1
CSc1nnc(-c2ccccc2)c(=O)[nH]1	-1.5	0.7	0.6	-6.0	i	-5.9	7.7	-3.1	-0.6	0.6
Cc1cc(C)cc(NC(=O)CN2CCN(C(=O)C3CCCO3)CC2)c1 (stereo not drawn)	-3.9	-4.0	0.0	-0.8	i	4.0	3.4	-0.6	2.9	-0.9
Cc1ccc2nc(-c3cccnc3)c(NC3CCCC3)n2c1	-3.2	-3.3	-0.5	-5.1	i	-7.6	-3.4	0.7	3.9	0.4
Cc1onc(-c2ccccc2)c1C(=O)Nc1ccc(Cl)cn1	12.0	-0.7	-0.8	-2.4	i	-3.5	-12.8	-0.7	2.8	-1.7

Compound activity as filed in PubChem BioAssay.

Outcome played no part in choosing rows (roughly 3.9% active in at least one column).
